Bioassay records (PubChem)
5HT1a antag: human 5-HT1a receptor antagonists, primary screen, cell-based, CHO, Ga15 NFAT-bla reporter. 5-hydroxytryptamine receptor 1A (Homo sapiens), P08908. CHO 5-HT1a Ga15 NFAT-bla reporter, antagonist mode. inhibition, % at 10 µM. 62,000 tested, 0.68% active. AID 612, 2007;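 active = inhibition above the mean of all tested compounds plus 3 SD, cut at about 43% in these data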;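 also: receptor stimulated by 5-CT agonist at 100 nM near EC80; beta-lactamase reporter measured by ratiometric fluorescence of a cleavable substrate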
Target sequence (P08908 whole entry, looked up): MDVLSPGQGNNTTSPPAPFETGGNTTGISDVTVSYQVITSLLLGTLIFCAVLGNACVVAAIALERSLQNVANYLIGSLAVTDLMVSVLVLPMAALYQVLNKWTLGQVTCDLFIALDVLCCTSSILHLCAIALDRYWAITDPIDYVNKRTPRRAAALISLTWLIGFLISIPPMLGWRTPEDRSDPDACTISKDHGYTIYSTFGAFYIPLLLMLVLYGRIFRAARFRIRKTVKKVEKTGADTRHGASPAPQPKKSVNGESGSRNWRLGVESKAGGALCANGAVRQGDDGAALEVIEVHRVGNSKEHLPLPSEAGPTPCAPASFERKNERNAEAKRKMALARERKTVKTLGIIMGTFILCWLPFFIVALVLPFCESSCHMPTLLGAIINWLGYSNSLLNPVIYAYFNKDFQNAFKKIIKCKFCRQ
Jurkat tox 60K: cytotoxicity toward Jurkat T cells, primary screen, cytotoxicity control, cell-based, Jurkat E6.1, 60K MLSMR library; Jurkat E6.1 viability, ATP luminescence, 48 h; inhibition, % at 4 µM; 56,000 tested, 1.2% active;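 active = inhibition above the mean inhibition of all tested compounds plus 3 SD, cut at about 28% in these data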
S1P3 ag: human S1P3 receptor agonists, primary screen, cell-based, primary and confirmation, NFAT-BLA reporter. S1P3 NFAT-BLA reporter cells, agonism, FRET ratio; relative to 1 µM S1P, basal subtracted. activation, % at 4.5 µM. 60,000 tested, 0.1% active. AID 373, 2006;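 active = activation above the screen-wide mean plus 3 SD, cut at about 4.5% in these data, passing the limit was not always enough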; also: some compounds called inactive have numbers as strong as hits
Target sequence (Q99500 whole entry, looked up): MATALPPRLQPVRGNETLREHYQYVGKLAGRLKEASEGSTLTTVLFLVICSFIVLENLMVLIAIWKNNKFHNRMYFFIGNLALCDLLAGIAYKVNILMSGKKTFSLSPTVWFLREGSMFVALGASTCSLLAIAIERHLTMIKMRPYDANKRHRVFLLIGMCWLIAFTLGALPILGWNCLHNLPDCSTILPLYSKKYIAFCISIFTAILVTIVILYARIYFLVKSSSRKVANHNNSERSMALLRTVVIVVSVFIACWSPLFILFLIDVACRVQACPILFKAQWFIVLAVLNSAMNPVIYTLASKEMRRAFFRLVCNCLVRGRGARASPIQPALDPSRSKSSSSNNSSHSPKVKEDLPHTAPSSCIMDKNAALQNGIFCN
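Measure – % activation relative to 1 µM S1P (100%), per plate · System – stable CHO line with human S1P3, Gα16, NFAT-BLA reporter · Timing – cells plated overnight, compound 4 h 37 °C, substrate 2 h RT · Technique – fluorescent BLA substrate, ex 405 nm, em 460/535 nm ratio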
D1 allo mod: D1 CRE-luciferase signal change, two-sided – cell-based, HEK293 D1, dopamine EC30, D1 allosteric modulator project, primary screen | B-score at 10 µM | 58,000 tested, 5.9% active | AID 641, 2007 | D(1A) dopamine receptor (Homo sapiens), P21728 | dopamine EC30 potentiation; actives deviate in either direction;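 active = luminescence count or its row- and column-corrected plate score outside the 99.7% band of the plate's sample wells, on either side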
HEK293 NFkB inh: inhibitors of PMA/ionomycin-induced NF-kB reporter, primary screen, antigen receptor NF-kB inhibitor project, cell-based, HEK-293 luciferase reporter, luminescence | HEK-293 NF-kB luciferase reporter | inhibition, % at 3 µM | 62,000 tested, 0.21% active;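 active = inhibition above the mean of all tested compounds plus 3 SD, cut at about 40% in these data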;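 also: 0% = stimulated DMSO wells and 100% = 10 µM reference inhibitor 5653914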
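Reagent: PMA plus ionomycin mix as NF-kB-activating stimulus. Assay system: NF-kB luciferase reporter HEK-293 cells. Technique: luminescence from luciferase substrate reagent. Incubation: 1 h compound pre-incubation, 16 h PMA/ionomycin at 37 °C. Benchmarks: DMSO only as uninhibited control, 10 µM reference inhibitor as full inhibition. Repeats: tested once.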
HTR1A agonist: human 5-HT1a receptor agonists, primary screen, cell-based, CHO, Ga15 NFAT-bla reporter; 5-hydroxytryptamine receptor 1A (Homo sapiens), P08908; CHO 5-HT1a Ga15 NFAT-bla reporter, FRET ratio; 0% basal, 100% maximal reference agonist; activation, % at 10 µM; 65,000 tested, 0.56% active;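 active = activation above the screen-wide mean activation plus 3 SD, cut at about 19% in these data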;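 also: 0% = DMSO wells and 100% = 5-CT at EC100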
5HT1E ag: 5-HT1E receptor agonists, primary screen, cell-based, HTS; AID 574, 2007; CHO 5-HT1E Ga15 NFAT-bla reporter, FRET; 0% DMSO wells, 100% control agonist wells; 5-hydroxytryptamine receptor 1E (Homo sapiens), P28566; activation, % at 6 µM; 65,000 tested, 0.69% active;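 active = activation above a set limit, the screen-wide mean activation plus 3 SD, cut at about 8.5% in these data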;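 also: 100% = positive control agonist at 1 µM giving full maximal response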
HTR1E antagonist: 5-HT1E receptor antagonists, primary screen, cell-based, HTS | 5-hydroxytryptamine receptor 1E (Homo sapiens), P28566 | CHO 5-HT1E Ga15 NFAT-bla reporter, FRET, antagonist | inhibition, % at 6 µM | 65,000 tested, 0.99% active;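 active = inhibition above a set limit, the mean inhibition across every tested compound plus 3 SD, cut at about 29% in these data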;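 also: signal is the 460 over 535 nm emission ratio of beta-lactamase substrate; 0% = agonist plus DMSO wells and 100% = wells without agonist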
S1P1 ag-PAM: S1P1 agonists and agonism potentiators, primary screen, cell-based, primary and confirmation screens, CRE-bla reporter; Sphingosine 1-phosphate receptor 1 (Homo sapiens), P21453; S1P1 CRE-bla cells, forskolin, beta-lactamase FRET, potentiator mode; S1P1 agonist co-added at EC20, 2 nM; 100% = saturating reference agonist, 0% = basal; activation, % at 9.5 µM; 56,000 tested, 0.57% active; AID 449, 2006;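 active = activation above a cutoff set at the mean activation of all tested compounds plus 3 SD, cut at about 54% in these data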;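 also: forskolin at 4 µM as EC80 and the EC20 agonist is SEW2871; 100% = SEW2871 at its EC100 plus forskolin at EC80; some compounds past the cut are filed as inactive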
Starred values were filed as active, the others as inactive; . = not tested or not shown.

#	canonical_smiles	5HT1a antag	Jurkat tox 60K	S1P3 ag	D1 allo mod	HEK293 NFkB inh	HTR1A agonist	5HT1E ag	HTR1E antagonist	S1P1 ag-PAM
1	CCOC(=O)C1CCN(C(=O)COc2ccc(N(C)S(=O)(=O)c3cccs3)cc2)CC1	-6	5	0.7	-1.9	15	-2.5	-0.7	-1	1
2	O=C(COC(=O)C1(c2ccc(F)cc2)CCCC1)N1CCN(C(=O)c2ccco2)CC1	-5	3	0.0	0.017	10	-1.1	-0.5	-4	-11
3	CCOc1ccc(-n2c(COc3ccccc3)nnc2SCC(N)=O)cc1	5	3	-0.4	0.095	24	-2.2	0.8	-2	10
4	CCOCC(=O)Nc1c(C(=O)Nc2ccccc2OC)oc2ccccc12	-25	-1	-0.1	-0.55	12	-3.2	0.3	-16	-50
5	C(=NCCCN1CCOCC1)c1ccc2c(c1)OCO2	-9	-11	-0.9	.	13	0.9	-0.8	-7	-1
6	CN(C)CCCNC(=O)CC(c1ccccc1)c1ccccc1O (stereo not drawn)	15	-1	-0.6	-0.92	0	0.2	-0.6	13	.
7	COc1ccccc1-c1c(C)nn2c(N3CCCCCC3)cc(C)nc12	26	8	1.1	-1.8	-11	1.8	-0.1	-3	-26
8	COc1ccccc1C(=O)Nc1nnc(-c2ccc(Cl)cc2)o1	0	0	-1.5	-0.65	13	-2.6	-0.1	-9	7
9	CC(c1ccccc1)n1cc(C(=O)NCCN2CCOCC2)nn1 (stereo not drawn)	-9	.	.	-0.74	18	0.3	-0.3	-13	.
10	Cc1cc(-n2c(C)cc(C(=O)CSc3ncnc4ccccc34)c2C)no1	16	.	.	-3.2*	40*	2.5	1.1	-2	.
11	O=C(O)C1CSC2(CCN(Cc3ccccc3)CC2)N1 (stereo not drawn)	6	-4	1.4	-0.42	3	-0.6	0.2	4	5
12	CCOc1nc(-c2ccncc2)nc2ccccc12	.	.	-1.2	13*	.	4.5	-0.3	6	-8
13	CSc1ccccc1NC(=O)c1cnc2scc(C)n2c1=O	-11	-2	1.3	2.2	3	-0.2	1.0	-5	-44
14	O=C(C(Cc1ccccc1)n1cccc1)N1CCN(Cc2ccccc2)CC1 (stereo not drawn)	10	-2	-0.7	-0.44	4	-2.2	0.9	-5	-13
15	O=C(CCNS(=O)(=O)c1ccc(Br)s1)N1CCCCC1	-6	3	0.2	0.61	13	-1.7	-0.1	-3	15
16	O=C(O)COc1ccc2c(c1)OCCO2	1	12	-2.0	0.29	17	-2.1	-0.3	5	5
17	CC1CCCCC1NC(=O)C1Cc2ccccc2CN1S(C)(=O)=O (stereo not drawn)	-7	-1	-0.5	0.36	5	-2.3	-1.4	-4	2
18	COc1ccc(NC(=O)c2oc3ccccc3c2NC(=O)C(C)(C)C)cc1	-7	-6	1.6	0.98	14	-1.0	0.5	-10	-5
19	Cc1ccc(S(=O)(=O)c2c(C)nn(C(C)(C)C)c2OC(=O)c2cccs2)cc1	17	-2	1.6	0.99	-15	-3.0	-0.8	-6	-40
20	CCC(OC(=O)c1ccco1)C(=O)NCc1ccc(C)cc1 (stereo not drawn)	8	-7	-0.6	-0.66	9	-1.8	0.0	0	8
21	CCN1CCN(c2ncc(C(=O)N3CCN(c4ccccc4OC)CC3)c3ccccc23)CC1	6	-4	-0.2	-0.77	26	-0.9	2.9	1	4
22	Cc1ccc(S(=O)(=O)C(C#N)c2nc3ccccc3nc2N2CCC(C)CC2)cc1 (stereo not drawn)	-3	-6	-0.4	-1	6	-4.3	0.7	-17	-4
23	COc1ccc2cc(C(c3nnnn3CCc3ccccc3)N3CCC(O)CC3)c(=O)[nH]c2c1 (stereo not drawn)	-12	-5	0.6	0.54	14	1.5	0.2	-11	17
24	Cc1ccc(S(=O)(=O)N(C)c2ccc(C(=O)O)cc2)cc1	-9	3	-1.2	0.6	15	-4.1	-1.5	-3	-6
25	CCN(CCCn1c(SCC#N)nc2ccccc2c1=O)c1ccccc1	17	0	-0.7	.	8	3.0	0.2	12	7
26	O=C(COC(=O)C1CCCN1C(=O)c1cccs1)c1ccccc1 (stereo not drawn)	10	-6	0.2	-0.29	10	-1.6	0.1	1	7
27	CCCOC(=O)CSC1=C(C#N)C(c2ccccc2OCC)C(C#N)C(=O)N1 (stereo not drawn)	.	.	-0.6	.	.	2.4	-0.3	-6	12
28	COCCNC(=O)Cn1cc2c(n1)CCC(C)C2 (stereo not drawn)	-6	-5	1.0	.	8	-2.2	0.4	-2	-26
29	COc1ccc(C2CC(c3cc(Br)ccc3F)n3nnnc3N2)cc1 (stereo not drawn)	5	0	-0.6	0.7	4	11	-0.5	19	17
30	O=C(O)c1cc(-c2cccs2)nc2cc3c(cc12)OCCO3	5	0	1.5	.	-13	0.2	0.7	-16	-20
31	Cn1c(C(=O)NCCc2ccsc2)cc2c(=O)n(C)c3ccccc3c21	-4	4	-1.9	-0.97	5	-3.2	-0.1	-4	-6
32	Cc1occc1C(=O)Nc1ccc2ccccc2c1	31	2	-1.5	-2.5	-39	2.0	-1.3	0	0
33	Cc1ccc(S(=O)(=O)Cc2ccc(C(=O)N3CCN(c4cc(C)ccc4C)CC3)o2)cc1	-1	-7	-0.4	-0.007	23	0.8	0.3	-11	-8
34	COC(=O)c1cc2sccc2n1Cc1nc(-c2ccc(OC)cc2)oc1C	13	-1	-1.3	0.95	-30	1.1	-0.3	-11	-16
35	Cn1c(=O)c2ncn(CC(=O)NCCOc3ccc(C(C)(C)C)cc3)c2n(C)c1=O	0	2	-0.7	-0.092	12	-0.5	-0.4	-8	.
36	CCN(CC)c1nc(C#N)nc(N(CC)CC)n1	-4	-4	0.3	14*	9	-0.8	-0.5	18	-30
37	Cc1n[nH]c(=O)nc1N1CCc2ccccc2C1	5	11	-0.7	0.085	0	-1.4	0.1	15	.
38	CCOC(=O)N1CCN(C(=O)c2ccc3c(=O)n(CCOC)c(=O)[nH]c3c2)CC1	-15	.	.	-0.31	10	4.0	0.5	6	.
39	COc1ccc(Cl)c(NC(=O)NCCN2CCN(c3ccccc3)CC2)c1	14	-4	-0.6	-3.8	-1	-3.0	-1.0	3	.
40	Cc1occc1-c1nnc(SCC(=O)Nc2ccccc2-c2ccccc2)n1C	5	-7	-1.2	-0.45	2	-0.2	-1.7	4	-6
41	CSc1nc(C)cc(OCC(=O)N2CCOCC2)n1	-16	8	-1.4	0.021	0	-1.5	-1.0	3	-25
42	Cc1onc(-c2c(Cl)cccc2Cl)c1C(=O)Nc1ccc2c(c1)OCCO2	-14	8	-2.1	0.52	6	2.9	-0.5	-5	7
43	Cc1cccc(C)c1NC(=O)CS(=O)CC(=O)NC1CCCc2ccccc21 (stereo not drawn)	-2	-1	-0.1	0.053	12	1.3	-1.4	-18	-7
44	COc1ccccc1C(=O)OCn1nnc2ccccc2c1=O	7	-7	-1.0	0.95	5	0.2	-1.5	7	12
45	CC(C(=O)N1CCOCC1)N1c2cccc3cccc(c23)S1(=O)=O (stereo not drawn)	4	-6	-0.4	-0.002	16	-0.5	-1.8	9	1
46	CCOC(=O)Cc1csc(NC(=O)c2csc(C)c2)n1	-5	-3	1.0	-0.9	-8	-1.9	-0.5	5	-3
47	N#CCSc1nc2ccccc2c(=O)n1CCC(=O)NC1CCCCC1	-14	1	-0.3	.	-6	-2.2	0.2	10	13
48	Cc1nn(-c2ccccc2)c(Cl)c1C(=O)Nc1c(C)n(C)n(-c2ccccc2)c1=O	-2	.	.	0.26	19	-2.0	0.1	0	.
49	Cc1ccc2c(c1)c1c3n2CCN(C(=O)CN2CCN(C)CC2)C3CCC1 (stereo not drawn)	-8	6	-0.3	.	10	-0.6	-0.4	-7	-2
50	Cn1c(SCC(=O)Nc2cccc(O)c2)nnc1-c1ccc(S(=O)(=O)N2CCOCC2)cc1	-2	-4	-0.4	0.025	6	-3.2	1.1	-6	0

Results in Jurkat tox 60K, for 5 of the compounds above:
cpd | Structure | Jurkat tox 60K
1 | CCOC(=O)C1CCN(C(=O)COc2ccc(N(C)S(=O)(=O)c3cccs3)cc2)CC1 | 5
2 | O=C(COC(=O)C1(c2ccc(F)cc2)CCCC1)N1CCN(C(=O)c2ccco2)CC1 | 3
3 | CCOc1ccc(-n2c(COc3ccccc3)nnc2SCC(N)=O)cc1 | 3
4 | CCOCC(=O)Nc1c(C(=O)Nc2ccccc2OC)oc2ccccc12 | -1
5 | C(=NCCCN1CCOCC1)c1ccc2c(c1)OCO2 | -11

Part of the list above in order of formula weight, largest number first:
#	canonical_smiles	5HT1a antag	Jurkat tox 60K	S1P3 ag	D1 allo mod	HEK293 NFkB inh	HTR1A agonist	5HT1E ag	HTR1E antagonist	S1P1 ag-PAM
27	CCCOC(=O)CSC1=C(C#N)C(c2ccccc2OCC)C(C#N)C(=O)N1 (stereo not drawn)	.	.	-0.6	.	.	2.4	-0.3	-6	12
44	COc1ccccc1C(=O)OCn1nnc2ccccc2c1=O	7	-7	-1.0	0.95	5	0.2	-1.5	7	12
36	CCN(CC)c1nc(C#N)nc(N(CC)CC)n1	-4	-4	0.3	14*	9	-0.8	-0.5	18	-30
